# Assay outcomes: PubChem BioAssay, National Center for Advancing Translational Sciences (NCATS)
# ALOX12 inh – Primary qHTS assay for inhibitors of human arachidonate 12S-lipoxygenase (ALOX12): Round 2; purified 12hLO, xylenol orange hydroperoxide absorbance; Polyunsaturated fatty acid lipoxygenase ALOX12 (Homo sapiens), P18054; actives 1.1% (n = 580,000); Potency, µM (doses to about 108 µM), for the others: at the highest dose activity change, negative = inhibition, hits mostly inhibitors; AID 1671190, 2021; active = well fitted inhibition curve with a large enough effect; inconclusive = small, poorly fitted or top-dose-only effect, or another doubt; inactive = no such curve, though single readings can be large or run the other way
# Target sequence (P18054 whole entry, looked up): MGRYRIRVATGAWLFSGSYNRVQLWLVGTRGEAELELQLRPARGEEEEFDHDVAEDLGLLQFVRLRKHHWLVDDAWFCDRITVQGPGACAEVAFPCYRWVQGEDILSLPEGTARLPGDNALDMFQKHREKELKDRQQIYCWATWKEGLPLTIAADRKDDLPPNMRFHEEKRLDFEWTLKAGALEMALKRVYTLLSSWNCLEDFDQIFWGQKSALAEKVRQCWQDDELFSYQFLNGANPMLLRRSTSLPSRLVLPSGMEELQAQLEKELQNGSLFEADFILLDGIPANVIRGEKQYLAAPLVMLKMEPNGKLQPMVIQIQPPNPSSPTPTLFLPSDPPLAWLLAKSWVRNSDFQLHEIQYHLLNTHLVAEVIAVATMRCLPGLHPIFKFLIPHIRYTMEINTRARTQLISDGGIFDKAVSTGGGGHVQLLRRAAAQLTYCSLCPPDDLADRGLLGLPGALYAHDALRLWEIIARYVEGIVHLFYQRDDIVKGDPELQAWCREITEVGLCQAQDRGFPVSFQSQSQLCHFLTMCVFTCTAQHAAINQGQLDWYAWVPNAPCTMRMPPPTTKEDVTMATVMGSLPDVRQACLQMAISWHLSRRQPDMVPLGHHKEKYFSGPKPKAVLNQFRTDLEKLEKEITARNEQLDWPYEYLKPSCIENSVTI
#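 Hydroperoxide product was detected by ferrous iron/xylenol orange as the 573 to 405 nm absorbance ratio. Arachidonic acid at 40 uM (final) was turned over for 30 min at room temperature by 150 nM human 12hLO, pH 7.0 Hepes buffer, after 15 min compound preincubation.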
# The depositor's hits bear a star; ? = inconclusive; [ ] = remark or other dose. % is set by controls: 0 for no effect and ±100 for the full control effect; potency is the fitted concentration of half-maximal effect.
# Start of the data: the first 5 records as a preview:
ALOX12 inh	structure
43.6%	COCC(=O)N[C@@H]1CN(C(=O)c2ccnn2C)CC[C@@H]1c1nc(C)no1
1.9%	CCN(CC)C(=O)c1sc(NC(=O)C2CCCCC2)c(C(=O)OC)c1C
?	Cc1ccc(S(=O)(=O)c2nc(-c3ccco3)oc2N2CCN(C)CC2)cc1
-3.9%	C=CCSc1nnc(C2CCCN(Cc3ccccc3O)C2)n1C (stereo not given)
?	NC(=O)c1ccc(OC2CCN(C(=O)C3CCC3)CC2)nc1

# All compounds of this part, repeating the preview:
ALOX12 inh	structure
43.6%	COCC(=O)N[C@@H]1CN(C(=O)c2ccnn2C)CC[C@@H]1c1nc(C)no1
1.9%	CCN(CC)C(=O)c1sc(NC(=O)C2CCCCC2)c(C(=O)OC)c1C
?	Cc1ccc(S(=O)(=O)c2nc(-c3ccco3)oc2N2CCN(C)CC2)cc1
-3.9%	C=CCSc1nnc(C2CCCN(Cc3ccccc3O)C2)n1C (stereo not given)
?	NC(=O)c1ccc(OC2CCN(C(=O)C3CCC3)CC2)nc1
1.6%	Cc1cc2c(nc1C)oc1c(=O)n(CC(=O)N3CCCCC3)cnc12
?	CC(=O)NC(CO)C(=O)N1CCC(O)(c2ccc(C)cn2)CC1 (stereo not given)
?	Cc1ccc(C(=O)O)cc1I
?	CN(C(=O)c1ccc(NC(=O)C2CC2)cc1)C1CCCCC1
5.1%	Cc1noc(C)c1S(=O)(=O)N1CCC2(CC1)CC(N1CCN(C)CC1)CCO2 (stereo not given)
10.7%	COc1ccc(CCN2CNc3c(c(=O)[nH]c(=O)n3-c3cccc(Cl)c3C)C2)cc1OC
17.5%	CC(C)NC(=O)N1CCCCCNC(=O)CC1c1ccccc1 (stereo not given)
-2.9%	O=C(O)CCCC(=O)N1CCN(c2ccccc2Cl)CC1
?	O=C1Cc2cc(C(=O)CSc3nnc(-c4ccncc4)o3)c(Cl)cc2N1
23.7%	CN(C)c1cccc(C(=O)N2CCn3nc(Cc4ccccc4)cc3C2)c1
?	N#C/C(=C/c1ccc(-c2ccccc2C#N)o1)c1nc2ccccc2[nH]1
22.3%	CSc1ccc2cc(CN3CC[C@@H](O)C3)c(-c3ccc(Cl)cc3)nc2c1
-26.9%	CC1CC(C)CN(C(=O)c2ccc(Oc3ccccc3)cc2)C1 (stereo not given)
-3.6%[57.4 µM]	CS(=O)(=O)N1CCC[C@@]2(CCN(C(=O)Nc3ccccc3)C2)C1
38.5%[activator]	Cc1cc(C(=O)N2C[C@@H](COc3ccccc3)[C@H](C(N)=O)C2)n(C)n1
21.3%	COCCOCc1nc(C2CCCCN2C(=O)c2ccc(OC)c(OC)c2)no1 (stereo not given)
6.6%	COc1ccc(C(=O)OC(C)c2nc(C(C)(C)C)no2)cc1OC (stereo not given)
51.3%[activator]	COCCOC(=O)C1=C(C)N=C2SC=C(CC(=O)N3CCOCC3)N2C1c1cccc(OC)c1 (stereo not given)
1.4%[176 µM]	Cn1cc(-c2cccc(Cl)c2)c2nc(CO)cn2c1=O
?	CS(=O)(=O)NC(=O)c1ccc(F)c(F)c1
-4.3%	Cc1ccc(-n2ccc(=O)c(C(=O)Nc3cc(C(F)(F)F)ccc3Cl)n2)cc1
31.1%[activator]	CCCCCCCc1ccc(/C=C/c2ccc(OCCCC)cc2)nc1
-1.4%	Cc1ccc(C)c(CN2CCC(CNC(=O)c3c(C)oc4ncnc(N5CCOCC5)c34)CC2)c1
-1.7%	COC(=O)CNC(=O)N1CCC(Oc2ncccc2C(=O)N2CCOCC2)C1 (stereo not given)
-1.2%	CC1=C2CCCC[C@@]23C2C(=O)N(C)C(=O)[C@@H]2ON3OC1 (stereo not given in full)
26.7%	O=C(NCCc1noc(C2CC2)n1)NCc1ccc(F)cc1
67.0%	COc1ccccc1Oc1ccc(NC(=O)Cn2ncc3ccc(OC)c(OC)c3c2=O)cc1
?	O=c1[nH]nc(SCc2nc(-c3ccccc3Cl)no2)n2nc(-c3ccco3)cc12
15.8µM*	S=C1NC2=C(CCc3ccccc32)C(c2ccccc2)N1 (stereo not given)
4.0%	N#Cc1ccccc1CN1CCCC1
-14.9%	CC1CCC(C(C)C)C(OC(=O)COC(=O)CCC(=O)c2cccs2)C1 (stereo not given)
28.0%	COC(=O)C1CN(Cc2ccccc2)CCS(=O)(=O)N1Cc1ccc(C)cc1 (stereo not given)
24.3%[176 µM]	Cc1cc(F)ccc1OC1CN(Cc2ccsc2)C1
23.0%	Cc1noc(-c2cn(C3CCN(C(=O)c4ccc(C)c(F)c4)CC3)nn2)n1
17.5%	O=C(O)CCc1c[nH]c2ccccc12
?	CCCNc1c(NC(=O)c2cc(Cl)ccc2OC)c(=O)oc2ccccc12
0.0%	COc1ccc(-n2c(=O)cnc3cnc(N4CCNCC4)nc32)cc1
-28.2%	CC(=O)Nc1ccc(CN2C(=O)OC3(CCN(C(=O)c4cccc(C#N)c4)CC3)C2(C)c2ccccc2)cc1 (stereo not given)
?	O=C(Cc1coc2cc3c(cc12)CCC3)NC1CCSc2c(F)cccc21 (stereo not given)
9.1%	CC(c1nc(-c2ccc(Cl)cc2)nn1CC(=O)O)N1CCCC1=O (stereo not given)
42.3%	COc1ccc(N2CC(C(=O)O)CC2=O)cc1OC (stereo not given)
32.0%[activator][176 µM]	COc1ccc(-c2nnc3ccc(N4CCC(c5ccccc5)CC4)nn23)nc1
?	Cc1oc2c(c1C(=O)N1CCCC1)CN(Cc1cccc(F)c1)CC2
?	CCCCC1C(=O)N(C)CCN1c1nc2c(s1)c(C)nn2C (stereo not given)
0.2%	O=C(COc1ccc(-n2cnnn2)cc1)Nc1ccccc1Oc1ccccc1
10.3%	COCCOC1CCOC2(CCN(C(=O)Cn3c(=O)oc4ccccc43)CC2)C1 (stereo not given)
?	O=Cc1c(-c2ccc(Br)cc2)[nH]c2ccccc12
-4.8%[176 µM]	Cc1noc2c(Nc3ccncc3)cc(-c3ccc(F)cc3)nc12
52.6%[activator]	CN(C)C[C@@H]1CN(Cc2ccccc2)C[C@H]1NC(=O)c1ccn[nH]1
1.9%	CCOc1ccc(Nc2nc3ccccc3nc2NS(=O)(=O)c2cccc(Cl)c2)cc1
-14.6%	CCOC(=O)c1oc2cc(OC)ccc2c(=O)c1-c1ccccc1OC
22.7%	Cc1nc2cc(NS(=O)(=O)c3ccccc3C(F)(F)F)ccc2o1
5.3%	Cc1cc(C)nc(/N=C2\NC(=O)CN2c2cc(Cl)cc(Cl)c2)n1
-59.2%	COc1cc(Br)c(/C=N/O)cc1OC
?	CCOc1cc(C(=O)Nc2ccc(N3CCCC3)c(Cl)c2)cc(OCC)c1OCC

# Quoted at random: 4 compounds from above, in no set order.
ALOX12 inh	structure
0.0%	COc1ccc(-n2c(=O)cnc3cnc(N4CCNCC4)nc32)cc1
5.3%	Cc1cc(C)nc(/N=C2\NC(=O)CN2c2cc(Cl)cc(Cl)c2)n1
?	Cc1oc2c(c1C(=O)N1CCCC1)CN(Cc1cccc(F)c1)CC2
32.0%[activator][176 µM]	COc1ccc(-c2nnc3ccc(N4CCC(c5ccccc5)CC4)nn23)nc1

# (more compounds)
ALOX12 inh	structure
9.1%	O=C(COc1ccccc1F)Nc1c(C(=O)c2ccc3c(c2)OCCO3)oc2ccccc12
27.6%	COc1cccc(CC(=O)NCc2nnc3cc(-c4nc(C5CC5)no4)ccn23)c1
12.1%[176 µM]	Cc1cccc(CN2CCC3(CC2)COCCN3C(=O)OCc2ccccc2)c1
-8.0%	Cc1ccccc1C(C)NC(=O)CN1CCN(c2ccc([N+](=O)[O-])c3cnccc23)CC1 (stereo not given)
-42.6%[176 µM]	O=C(COc1ccccc1)N1CCC2(CC1)OCCN(CC1CCOCC1)C2=O
?	Cc1ccc(SCCC(=O)OCc2cc(C#N)ccc2F)cc1
37.1%	COc1ccc(-c2noc(CC3CCN(C(=O)C4CCN(C(=O)c5ccccc5)CC4)CC3)n2)cc1
124.4%[activator]	CC(Sc1nnnn1C1CCCC1)C(=O)c1c[nH]c2ccccc12 (stereo not given)
1.2%	O=C(c1ccccn1)N1CCCCCC1c1nnc(-c2ccccc2)o1 (stereo not given)
36.4%[activator]	COc1ccccc1CCC(=O)N1CCN(c2cc(-c3ccc(Cl)cc3)[nH]n2)CC1
?	C/C(=N\NC(N)=S)c1ccc(C2CCCCC2)cc1
113.2%[activator][176 µM]	CC(=O)NC[C@H]1COCc2nc3cc(NC(C)=O)ccc3n21
-24.3%	O=C(Nc1ccc2c(c1)OCCO2)c1cc2c(s1)-c1ccc(Cl)cc1S(=O)(=O)C2
46.3%[activator]	CCOc1ccc(C(=O)N2C[C@@H](COC)[C@H](c3ccncc3)C2)cc1
0.8%	CCc1ccc(C(=O)C(C)Sc2nncn2-c2ccccc2OC)cc1 (stereo not given)
0.5%[57.4 µM]	CC(=O)N1CCC[C@@]2(CCN(Cc3ccccc3)C2)C1
5.0%[176 µM]	O=C1NCN(Cc2ccc(Cl)cc2)C12CCN(CC1CC1)CC2
?	COC(=O)N1CCC2(CC1)CCN(c1cccc(-c3ccccc3)c1)CC2
8.4%	CCc1ccc(N2CC(c3noc(-c4ccccc4)n3)CC2=O)cc1 (stereo not given)
32.4%[activator]	COc1ccccc1Oc1ncccc1CNC(=O)c1ccc(C)nc1
-29.6%	Cc1cccc(OCC(=O)Nc2nc(-c3ccc(S(=O)(=O)N4CCOCC4)cc3)cs2)c1C
-32.5%	N#Cc1ccccc1NC(=O)c1cc2c(s1)CCCC2
?	CN1CCN(c2ncc3nc(CCc4ccccc4)c(=O)n(Cc4cccs4)c3n2)CC1
9.8%	COc1cc(CN2CC[C@@H]3CN(S(C)(=O)=O)[C@@H]3C2)ccc1F
67.3%[activator][176 µM]	c1ccc(Oc2cc3c(cn2)NCCN(Cc2cnc[nH]2)C3)cc1
30.0%	CCCC(=O)N1CCC(C(=O)NCC2(c3ccc(F)cc3)CC2)CC1
-96.2%	O=C(c1ccc2ccccc2c1O)N1CCN(S(=O)(=O)c2ccc(Cl)cc2)CC1
3.1%	COCCn1c(CCC(=O)Nc2cc(F)ccc2C)nc2c1c(=O)[nH]c(=O)n2CC(C)C
86.2%[activator]	O=C(NCCOc1ccccc1)c1cc(COc2ccccc2)[nH]n1
20.3%	CC1(C)[C@H]2CC[C@@H](CNC(=O)c3cncc(Br)c3)[C@@H]1C2
-15.3%	Oc1ccc2ccccc2c1C=Nc1cc(Cl)cc(Cl)c1
?	CC(C)CCN1CCC(N2CCN(C(=O)c3ccc(F)cc3F)CC2)C1=O (stereo not given)
-0.8%[176 µM]	N#Cc1ccc(CN2CC[C@H](c3nnc(-c4ccccc4F)o3)C2)cc1
0.8%	COc1ccc(-c2nc(CSc3ccc(S(=O)(=O)N4CCCCC4)cn3)no2)cc1
10.2%	Cc1ccc(NC(=O)CN(C)C(=O)CCc2ncc(-c3ccccc3)o2)cc1
14.6%	CC(=O)N1CCC(N[C@H]2C[C@@H](Cc3cc(CN(C)Cc4ccccc4)on3)C2(C)C)CC1
2.5%	CN(CCC(N)=O)C(=O)C1CCCN1S(=O)(=O)c1ccc(F)cc1 (stereo not given)
6.4%	CC(C)NC(=O)NC(=O)CN(C)C1CCCCC1
18.3%	COCCOC1CCOC2(CCN(C(=O)c3cccs3)CC2)C1 (stereo not given)
16.4%	CSCCC(=O)Nc1ccc2c(c1)CCC2
24.7%	Cc1nc(C2(C)CCN(C(=O)CCc3cc(Cl)no3)CC2)no1
-12.9%[176 µM]	COc1ccccc1-c1cnc(NC(=O)c2cccnc2)c2c1CCO2
?	CCN(CC)CCSCCOC(=O)c1oc2ccccc2c1C
52.9%[activator]	COc1cccc(NC(=O)NC[C@H]2O[C@@H](CO)[C@@H](O)[C@H]2N2CCN(c3ccc(F)cc3)CC2)c1
3.2%	O=C(Nc1c(NC2CCCCC2)c2ccccc2oc1=O)c1cccc(F)c1
-28.0%	Cc1ccc(C(=O)Nc2cc(S(=O)(=O)N3CCCCC3)ccc2Oc2ccccc2)cn1
-24.6%	COC(=O)Cn1c(=O)c2c3c(sc2n(Cc2ccc(F)cc2)c1=O)COC(C)(C)C3
-29.7%	COc1ccc(NC(=O)NC[C@H]2O[C@@H]3C[C@@H](CC(=O)NCc4cnn(C)c4)O[C@@H]3[C@@H]2O)cc1
?	Cn1c(=O)c2c(n(C)c1=O)n(CC(=O)NC(C)(C)C)c(=O)n2C
?	O=C(/C=C/c1c(Cl)cccc1Cl)c1cccc(O)c1
-14.7%	O=C(Cn1nc2c(cc1=O)CCCC2)Nc1nc(-c2ccc3c(c2)OCCCO3)cs1
61.2%[activator]	O=C(NC1CCN(c2cc(-c3cccs3)[nH]n2)C1)c1cccs1 (stereo not given)
-0.3%	Cc1noc(C2CCCCCN2C(=O)COc2ccc(F)cc2)n1 (stereo not given)
28.9%	Cc1cnccc1NCCNc1ncncn1
36.2%	COc1ccc(C(CC(=O)N2CCCC2)c2c[nH]c3ccccc23)cc1 (stereo not given)
18.9%	C=CCN1CC2(CCC1=O)CCN(CC1CCCCO1)CC2 (stereo not given)
30.8%	CCc1ccccc1NC(=O)Cn1c(N2CCCCC2)nc(C)c(C)c1=O
-25.2%	CSCc1ccc(C(=O)O)cc1
2.0%	CC(C)(C)OC(=O)N1CCN(C(=O)c2cc(-c3ccncc3)nc3ccccc23)CC1
50.6%[activator]	CC(C)CNC(=O)C1COC2(CCC(C)CC2)N1C(=O)c1cccc([N+](=O)[O-])c1 (stereo not given)
14.6%	C=CCNC(=O)CC1CCCN(c2cnn(CC)c(=O)c2)C1 (stereo not given)
49.2%[activator]	Cc1noc(-c2cccc(OC3CN(C(=O)NC(C)C)C3)c2)n1
14.0%[176 µM]	O=C(Nc1ccc(F)c(Cl)c1)C1=NO[C@@H]2CN(Cc3cccnc3)C[C@H]12

# A portion of the library (hit frequency here may not be typical).
